Source: PubChem BioAssay (several laboratories)
NR2E3 ag-1: NR2E3 (human) agonism. Q9Y5X4. GST-NR2E3/biotin-RetCOR TR-FRET, 1536-well. inhibition of corepressor binding, % at 4.78 µM. actives 0.12% (n = 320,000). AID 2300;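 active = percent inhibition above the cutoff of mean plus 3 SD of all tested compounds, set per screening campaign, cut at about 20% in these data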;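 note: 0% = DMSO wells and 100% = biotin wells as full block of FRET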
Target sequence (Q9Y5X4 whole entry, looked up): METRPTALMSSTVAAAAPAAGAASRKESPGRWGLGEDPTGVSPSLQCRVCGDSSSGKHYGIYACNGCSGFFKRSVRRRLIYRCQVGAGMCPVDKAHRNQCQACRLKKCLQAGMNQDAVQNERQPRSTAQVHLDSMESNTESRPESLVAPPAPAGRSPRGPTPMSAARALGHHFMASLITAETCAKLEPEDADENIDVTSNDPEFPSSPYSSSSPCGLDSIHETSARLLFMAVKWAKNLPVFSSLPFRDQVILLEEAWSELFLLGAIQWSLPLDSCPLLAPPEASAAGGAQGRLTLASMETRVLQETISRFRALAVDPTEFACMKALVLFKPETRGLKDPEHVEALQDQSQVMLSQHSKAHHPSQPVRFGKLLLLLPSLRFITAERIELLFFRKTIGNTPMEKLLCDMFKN
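Test system – NR2E3–RetCOR corepressor complex · Quantity – NR2E3 fusion 1.35 nM · Buffer or medium – Tris pH 7.5 · Incubation – Compound–protein incubation for 5 h at 4 °C · Technique – TR-FRET, Eu(K)-anti-GST donor, streptavidin-D2 acceptor, ex 340, em 617/671 nm · Evaluation – percent inhibition of 671/617 nm emission ratio versus biotin and DMSO controls · Plate – 1536-well format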
iPSC survival up: hiPSC single-cell survival enhancement | actives 0.044% (n = 360,000) | survival enhancement, % at 20 µM | AID 602274 | ATPlite luminescence; 100% = ROCK inhibitor wells, 0% = DMSO; in the data active = survival enhancement above about 18%;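 note: cells exposed to compounds for 16 hours before the ATP read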
CF NFkB inh: blocks PAF-induced NF-kB reporter in cystic fibrosis cells; KKLEB NF-kB-GFP reporter, GFP fluorescence overnight; AID 588850; actives 0.86% (n = 360,000); inhibition, % at 5 µM;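 active = at least 50% inhibition at 5 µM, scaled per plate between neutral and stimulator controls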;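 note: PAF is a Pseudomonas aeruginosa culture filtrate used as stimulus; plate controls were PAF-stimulated DMSO wells for no effect and unstimulated DMSO wells for full effect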
Peg3 prom inh: inhibitors of Peg3 promoter | HeLa PEG-Prom luciferase reporter, luminescence, overnight | inhibition, % at 20 µM | actives 1.7% (n = 360,000);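 active = inhibition of at least 50% at 20 µM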
EBV LMP1 NFkB: reduces LMP1-driven NF-kappaB luciferase signal | AID 504558 | LMP1-induced NF-kappaB luciferase reporter cells, luminescence | actives 0.69% (n = 350,000) | inhibition, % at 12.5 µM; in the data active = inhibition above about 41%;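 note: 0% = neutral control wells and 100% = reference inhibitor control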
TRPM1 prom inh: reduces MITF-dependent TRPM1 promoter luciferase signal; SK-MEL-5 TRPM1 promoter luciferase, 24 h; inhibition, % at 12.5 µM; actives 0.83% (n = 330,000); AID 488899;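 active = mean inhibition across replicates of 60% or more, whatever share of single replicates reaches that level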; note: values of inactives mirror those of a sister screen read the other way
C8 TRAIL sens: caspase-8 TRAIL sensitization | NB7+C8 cells + TRAIL, ATPlite viability luminescence | inhibition (viability loss, TRAIL sensitization), % at 10 µM | actives 1% (n = 360,000);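 active = compounds causing at least 50% loss of cell viability in the single-dose screen, relative to plate controls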
KKLEB tox: reduces viability of KKLEB cystic fibrosis airway cells. KKLEB CF airway cells viability, ATPlite luminescence, overnight; active compounds read low; cells stimulated with P. aeruginosa culture filtrate. activity change (cytotoxicity), % at 5 µM. actives 0.36% (n = 360,000);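 active = corrected activity change at or below -50% at 5 µM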
Shn3 3UTR inh: reduces Shn3 3'UTR luciferase signal in osteoblasts. AID 588674. actives 0.52% (n = 360,000). inhibition, % at 12.5 µM. Clone20 osteoblast Shn3 3'UTR firefly luciferase, 24 h;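 active = mean inhibition of at least 75% with every replicate also reaching 75%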;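 note: 0% = median of neutral control wells and 100% = pilot-screen positive control compound; some compounds past the cut are filed as inactive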
HIF-2a inh: HIF-2a inhibition | AID 624352 | 786-0 RCC cells HIF-2a reporter, luciferase luminescence, overnight | inhibition, % at 18.8 µM | actives 0.72% (n = 360,000);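 active = inhibition of the luminescence signal of 40% or more relative to plate controls, in a single-dose primary screen at 18.75 µM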
NR2E3 ag-2: agonists of human NR2E3 nuclear receptor; Q9Y5X4; CHO-S Gal4-NCOR/VP16-NR2E3 two-hybrid, luciferase; inhibition of corepressor binding, % at 3.98 µM; actives 0.35% (n = 360,000); AID 602229;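 active = inhibition above the mean of all tested compounds plus 3 SD, cut at about 70% in these data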;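 note: 0% = DMSO with NR2E3 transfected cells and 100% = cells lacking NR2E3 construct; higher means lower luciferase signal from less NR2E3 corepressor binding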
* = called active by the depositor; nt = not tested or not shown. Only part of the results is shown; count on the stated rates, not on these rows.

SMILES	NR2E3 ag-1	iPSC survival up	CF NFkB inh	Peg3 prom inh	EBV LMP1 NFkB	TRPM1 prom inh	C8 TRAIL sens	KKLEB tox	Shn3 3UTR inh	HIF-2a inh	NR2E3 ag-2
COc1ccc(OCc2n[nH]c(=S)o2)cc1	-2	8.0	4	-13	0	1	-1	0	-5	10	-10
COC(=O)CSc1nnc(C2COc3ccccc3O2)n1-c1ccccc1 (stereo not given)	0	0.8	3	4	-10	5	-8	-11	8	5	-7
CC1(C)Cc2c(cnn2-c2ccc(F)cc2)C(NC(=O)C(C)(C)O)C1 (stereo not given)	3	0.2	9	8	15	-1	-3	6	6	12	0
Cc1ccc(C(=O)C2=C(O)C(=O)N(Cc3cccnc3)C2c2ccc(N(C)C)cc2)o1 (stereo not given)	10	-0.5	9	-4	-2	3	8	-8	-3	7	-34
COc1ccc(-n2nnc3c(=O)n(C/C=C/c4ccccc4)cnc32)cc1	0	2.5	-7	1	2	4	-5	-8	-6	-8	-16
CC(C)Nc1nnc(SC(C)C(=O)Nc2ccc(N3CCOCC3)cc2)s1 (stereo not given)	1	-0.3	10	-12	-1	6	1	-15	-32	-17	-34
COc1ccc(CNC(=O)C(OC(C)=O)c2ccccn2)cc1 (stereo not given)	-2	0.7	-3	-6	-3	-6	-7	12	-4	-23	-10
CC(C)N(Cc1ccccc1)C(=S)NC(=O)C1(C)CC1(Cl)Cl (stereo not given)	-1	-0.7	16	-2	-1	13	-2	3	0	15	0
CC(O)(c1ccc(F)c(F)c1)c1nc(-c2ccc(Cl)cc2)cs1 (stereo not given)	nt	-0.8	-14	76*	nt	nt	1	8	7	2	6
NC(c1ccccc1)c1csc(Nc2ccc(S(N)(=O)=O)cc2)n1 (stereo not given)	nt	-1.6	-12	7	nt	nt	-18	2	-4	10	-15
CN1CCN(S(=O)(=O)c2ccc(NC(=O)C3CCCO3)cc2)CC1 (stereo not given)	1	1.8	7	-18	5	-1	-13	0	-12	-38	-3
CCc1ccc(/C=N/NC(=O)Cc2cccn2C)cc1	-3	-0.2	-16	-121	-10	-47	-9	0	-59	-176	-7
CC(=O)N1CCN(c2ccc(NCc3ccc(C)s3)cc2)CC1	-2	6.7	15	-26	0	2	4	-8	-9	-26	-11
COc1ccc2c(c1)CC[C@@H]1[C@@H]2CC[C@]2(C)[C@@H](C(=O)O)C[C@@H]12	-1	0.2	7	2	3	-1	1	-7	-13	9	-33
O=C(OCCO)c1cc(Cl)c(C(=O)OCCO)cc1Cl	-1	9.3	2	9	-7	-4	21	4	-13	0	6
Cc1nn(-c2ccccc2)cc1/C=N/O	-1	0.2	28	-39	-6	-13	5	-2	-19	-31	-29
Cc1ccc(C)c(NC(=O)C(OC(=O)c2ccc(C)s2)c2ccccc2)c1 (stereo not given)	-1	-0.9	-4	17	2	16	0	-1	-9	10	24
CC(=O)N1CCc2cc(NC(=O)C3(C)CCN3Cc3ccccc3OC(F)F)ccc21 (stereo not given)	nt	1.5	-7	0	nt	nt	31	1	14	-48	-25
O=C(Nc1ccccc1N1CCCC1)c1cccc(-c2cc3ccccc3oc2=O)c1	-2	4.9	10	-125	-13	-13	17	-9	-18	-129	-162
Cc1nc2nc(SCC(=O)Nc3cccc(F)c3)[nH]c2cc1Br	0	0.7	16	15	-10	5	6	-2	11	-13	-26

Three compounds already listed, ordered by molar mass, lowest first.
SMILES	NR2E3 ag-1	iPSC survival up	CF NFkB inh	Peg3 prom inh	EBV LMP1 NFkB	TRPM1 prom inh	C8 TRAIL sens	KKLEB tox	Shn3 3UTR inh	HIF-2a inh	NR2E3 ag-2
CC(=O)N1CCN(c2ccc(NCc3ccc(C)s3)cc2)CC1	-2	6.7	15	-26	0	2	4	-8	-9	-26	-11
Cc1ccc(C)c(NC(=O)C(OC(=O)c2ccc(C)s2)c2ccccc2)c1 (stereo not given)	-1	-0.9	-4	17	2	16	0	-1	-9	10	24
CC(=O)N1CCc2cc(NC(=O)C3(C)CCN3Cc3ccccc3OC(F)F)ccc21 (stereo not given)	nt	1.5	-7	0	nt	nt	31	1	14	-48	-25

The list continues:
SMILES	NR2E3 ag-1	iPSC survival up	CF NFkB inh	Peg3 prom inh	EBV LMP1 NFkB	TRPM1 prom inh	C8 TRAIL sens	KKLEB tox	Shn3 3UTR inh	HIF-2a inh	NR2E3 ag-2
COc1ccc(NC(=O)c2ccc3c(c2)OCO3)cc1[N+](=O)[O-]	4	2.2	-8	-221	-20	-55	29	10	-74	-248	-32
O=C(CCc1nc(-c2ccccc2Cl)no1)NCC1CCCO1 (stereo not given)	3	0.3	-10	-4	3	5	7	2	-7	8	-29
O=C(CCN1CCCCC1)Nc1ccc(Br)cc1	4	-1.4	4	3	-5	6	-20	-2	-13	-2	17
O=C(CN1CCN(C(=O)CNC(=O)c2ccc3c(c2)OCO3)CC1)Nc1cccc(F)c1	-3	-0.5	8	-24	3	3	4	0	-7	-24	1
CC(C)=CC(=O)N1CCCc2ccccc21	0	-0.1	10	7	5	-5	-7	2	7	6	3
Cc1nnc(C)c2c(C)n(Cc3ccc4c(c3)OCO4)c(C)c12	2	0.7	-14	-30	-10	11	-5	4	17	17	6
COc1ccccc1CNC(=O)CNC(=O)c1sc2ccccc2c1Cl	-1	0.3	2	-24	2	-4	-7	2	5	-31	5
Cc1nc(NCc2ccco2)c2c(C)c(C)sc2n1	5	-2.4	4	88*	-22	54	28	-16	-51	-27	97*
O=C(NCc1ccco1)c1ccccc1NC(=O)C1CC(=O)N(c2ccc(Cl)cc2)C1 (stereo not given)	0	-1.8	-22	5	3	18	20	10	-21	7	19
C=CCn1c(SCC(=O)Nc2ccc(N3CCOCC3)cc2)nc2ccccc2c1=O	1	0.8	20	24	-7	15	-5	-7	31	-2	-17
Cc1cccc(NC(=O)CNC(=O)C(NC(=O)Cc2ccccc2)C(C)C)c1C (stereo not given)	4	1.6	-13	-13	-2	nt	-5	10	2	-4	23
Cc1ccc(C)c(NC(=O)C(c2ccccc2)N2CCN(CC(=O)NC3CC3)CC2)c1 (stereo not given)	nt	1.8	22	-14	5	15	-19	-15	-21	-18	13
COc1ccc(NC(=O)CCCc2ccccc2)cc1OC	-2	0.0	3	-178	-36	-34	-18	5	-49	-189	-23
Cc1onc(C(=O)NN)c1C(=O)Nc1ncc(C(F)(F)F)cc1Cl	1	0.6	0	6	0	1	6	11	-2	12	-5
CCOCCCNc1nc2c(C)cccn2c(=O)c1/C=C1\SC(=S)N(CC(C)C)C1=O	-2	3.8	17	0	14	-3	-13	-17	-3	9	6
COc1ccc(/C=N/NC(=O)c2cccc(NC(C)=O)c2)c(C(=O)O)c1OC	0	0.4	9	-7	4	11	30	2	-20	2	-19
CCCCN(C(=O)c1ccc(OC)c([N+](=O)[O-])c1)c1c(N)n(CCC)c(=O)[nH]c1=O	2	-0.1	4	-11	6	5	16	6	-12	3	12
C=CCn1nnc2sc3c(c2c1=O)CCC(C)C3 (stereo not given)	5	9.5	-5	-173	-15	-52	-3	-2	-21	-134	-20
CCOc1c(C)cc2[nH]c(CCC(=O)O)nc2c1C	-3	8.0	10	-10	-13	0	-12	-3	-31	-21	-20
CC1(C(=O)NS(=O)(=O)c2ccc(Cl)cc2)CCN1C(=O)CC1CCCC1 (stereo not given)	nt	-0.3	3	9	nt	nt	-6	-3	-12	10	10
COc1ccc(C(C(=O)NC2CCCC2)N(C(=O)c2ccco2)c2cc3c(cc2C(C)=O)OCO3)cc1 (stereo not given)	0	-0.7	-9	5	0	1	-1	-2	13	4	14
Clc1ccc(-c2nnnn2-c2ccc(Cl)c(Cl)c2)cc1Cl	1	-1.5	6	-9	2	-8	-8	8	16	13	-18
COc1ccc(CCNC(=O)C2=CC=CN3CCS(=O)(=O)N=C23)cc1	4	-0.6	-9	18	7	-10	-6	18	7	9	4
Cc1ccc(N(CCC#N)C(=O)COC(=O)C2CCN(c3ccc(C(F)(F)F)cn3)CC2)cc1	-2	0.0	11	-4	5	-1	11	0	-10	9	2
CC(C)C(c1nnnn1Cc1ccc(F)cc1)N1CCN(Cc2ccc3c(c2)OCO3)CC1 (stereo not given)	7	-1.0	6	3	4	5	4	-1	13	8	6
O=C(/C=C/c1cccs1)NCc1cccnc1	3	-0.4	5	14	-8	-13	2	3	8	-22	-6
CCC1CCC2(CC1)NC(=O)N(CC(=O)Nc1ccc(OC)cc1)C2=O (stereo not given)	nt	0.0	-13	8	-3	0	-11	4	2	11	-7
CCN(C(=O)CN1CCN(c2ccccc2F)CC1)c1c(N)n(Cc2ccccc2)c(=O)[nH]c1=O	-5	-0.5	10	-1	4	-3	0	7	-15	-3	1
O=C(Oc1ccc(Cl)c2cccnc12)N1CCCCC1	2	1.8	-7	-52	-11	-28	-8	11	-7	-114	-13
Cc1ccc(S(=O)(=O)N2CCOCC(=O)NCCOCCNC(=O)COCC2)cc1	nt	-1.7	-5	15	0	-9	2	-1	-6	1	-9
CC(C)(C)NC(=O)c1ccc2c(c1)CCO2	1	-0.4	-3	4	4	5	10	7	8	11	20
Cc1ccc(OCCNC(=O)C(=O)NCc2ccco2)cc1	0	-1.4	13	20	-3	5	-21	-17	28	19	-15
CCOC(=O)C1CCN(c2ccc([N+](=O)[O-])c(C(C)=O)c2)CC1	-2	1.1	-7	-21	-4	8	-4	-2	12	17	18
Cc1ccc(-n2c(C)cc(C(=O)OCC(=O)N(C)C3CCS(=O)(=O)C3)c2C)cc1 (stereo not given)	4	0.3	-6	-14	-4	1	-24	0	-5	-20	2
O=Cc1cc(Cl)ccc1OCCN1CCC(Cc2ccccc2)CC1	-2	-0.5	-9	15	3	2	-7	-20	8	11	-16
O=C(CCC(=O)N1CCN(S(=O)(=O)c2ccc(Cl)cc2)CC1)NC1CCCc2ccccc21 (stereo not given)	-3	1.3	-16	26	-12	16	2	9	18	15	5
COc1cc(-c2noc(CCCC(=O)Nc3ccc(C(N)=O)cc3)n2)cc(OC)c1OC	0	-0.2	-12	11	nt	nt	9	-10	-2	16	-30
Cc1onc(-c2ccccc2)c1C(N)=O	7	-2.9	4	1	-6	-2	-2	-18	-9	2	-15
CCSc1nnc(NC(=O)CCNC(=O)c2ccccc2Cl)s1	nt	-0.5	11	5	3	-1	1	2	6	10	-20
O=C(NCCN1C(=O)C2C3C=CC(C3)C2C1=O)Nc1ccccc1O (stereo not given)	-2	-0.6	-22	-51	-13	-13	-14	12	-12	-41	-27
O=C(COc1ccc(S(=O)(=O)N2CCc3ccccc32)cc1Cl)NCc1ccccn1	2	-0.9	-4	15	-42	24	12	-13	19	-4	-6
CN(Cc1c(F)cccc1Cl)C(=O)c1ccc(COc2ccccc2)cc1	-2	0.1	11	-10	-26	-6	-3	-11	-6	-39	9
O=C(COC(=O)c1ccc[nH]c1=O)NC1CCCCC1	0	0.5	-9	11	-6	-10	0	16	0	15	7
